Screens (PubChem)
AMA1-RON2 inh = inhibitors of Plasmodium falciparum AMA1-RON2 interaction; AlphaScreen AMA1-biotinylated RON2 peptide binding; 0.2% of 360,000 active; Potency, µM (doses to about 58.2 µM), inactives show at the top dose activity change, negative = inhibition, usual class: inhibitors;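 also: potency is read from the fitted curve at half-maximal effect; 0% = vehicle wells and -100% = peptide control; nearly all actives have a fitted effect of over 45% in size; some results filed as inactive show a strong effect at the top dose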
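AMA1 (3D7) with his tag at 25 nM final met compounds first, then biotinylated RON2 peptide at 25 nM; detection used donor plus acceptor beads, 10 µg/mL apiece, read by AlphaScreen after 30 min at room temperature.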
AmpC inh no detg = blocks E. coli AmpC beta-lactamase in detergent-free assay; AID 485341; Potency, µM (top dose mostly 57.1 µM), without a hit: top-dose activity change, negative = inhibition, actives largely listed as inhibitors; P00811; 0.52% of 330,000 active; AmpC nitrocefin hydrolysis, absorbance 480 nm, 0.0001% Triton;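 also: potency is read from the fitted curve at half-maximal effect; plate controls were no compound for no effect and no enzyme for full effect; nearly all actives have a fitted effect of over 20% in size; some results filed as inactive show a strong effect at the top dose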
Target sequence (P00811 whole entry, looked up): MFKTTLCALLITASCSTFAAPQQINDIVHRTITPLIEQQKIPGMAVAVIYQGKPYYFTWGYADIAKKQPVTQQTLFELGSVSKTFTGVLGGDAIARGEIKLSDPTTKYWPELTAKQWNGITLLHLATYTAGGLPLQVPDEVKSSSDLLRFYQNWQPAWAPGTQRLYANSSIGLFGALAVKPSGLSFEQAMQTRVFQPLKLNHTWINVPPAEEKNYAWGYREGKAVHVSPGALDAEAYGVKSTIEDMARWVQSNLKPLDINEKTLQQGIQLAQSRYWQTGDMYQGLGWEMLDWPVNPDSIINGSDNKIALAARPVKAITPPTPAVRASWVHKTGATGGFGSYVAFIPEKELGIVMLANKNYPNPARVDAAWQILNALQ
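AmpC (5.3 nM in the dispensed reagent) in 20 mM phosphate pH 7.0 with 0.01% (detergent screen) or 0.0001% Triton X-100 was preincubated with compounds for 15 min at room temperature. Nitrocefin was then added from an 800 uM solution, and hydrolysis was followed at 480 nm.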
AmpC detergent = inhibitors of E. coli AmpC beta-lactamase with detergent. P00811. AmpC hydrolysis of nitrocefin, absorbance 480 nm, 0.01% Triton. Potency, µM (highest dose often 114 µM), inactives show top-dose activity change, negative = inhibition, most hits filed as inhibitors. 0.041% of 370,000 active. AID 485294;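 also: potency is read from the fitted curve at half-maximal effect; 0% = no-compound wells and -100% = no-enzyme wells; nearly all actives have a fitted effect of over 25% in size; some results filed as inactive show a strong effect at the top dose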
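AmpC (5.3 nM in the dispensed reagent) in 20 mM phosphate pH 7.0 with 0.01% (detergent screen) or 0.0001% Triton X-100 was preincubated with compounds for 15 min at room temperature. Nitrocefin was then added from an 800 uM solution, and hydrolysis was followed at 480 nm.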
HCMV inh = human cytomegalovirus inhibition; HFF cells, HCMV-luciferase reporter, 72 h; hits give low values; activity change, negative = inhibition, % at 57.5 µM; 4.5% of 410,000 active; AID 1259415; in the data active = activity change below about -60%; inconclusive = no clear call, values can overlap the other calls; inactive = above about -39%
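After 16 h attachment at 37C, HFF cells received test compound and HCMV-luciferase (1 PFU/cell); reporter luminescence read 72 h later, data normalized against buffer-only and known inhibitor Salinomycin.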
Tb PYK inh = blocks Trypanosoma brucei pyruvate kinase | Q57TT1 | TbPYK enzyme, Kinase-Glo Plus ATP luminescence, 45 min | Potency, µM (series often up to 76.8 µM), without a hit: at the top dose activity, negative = inhibition, actives largely listed as inhibitors | 0.12% of 410,000 active | AID 624173; also: potency is read from the fitted curve at half-maximal effect; nearly all actives have a fitted effect of over 50% in size
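Enzyme and substrate buffer are dispensed first and compound is pin-transferred. ADP at 130 uM final then starts the reaction, which runs 45 min at room temperature. Detection reagent is added for 10 min before luminescence is imaged.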
LmPK inhibitor = inhibitors of Leishmania mexicana pyruvate kinase; 0.37% of 290,000 active; AID 1721; Q27686; Potency, µM (top dose mostly 57.5 µM), for inactives: at the highest dose activity change, negative = inhibition, hits mostly inhibitors; purified LmPK, Kinase-Glo ATP luminescence, 1 h; also: potency is read from the fitted curve at half-maximal effect
Target sequence (Q27686 whole entry, looked up): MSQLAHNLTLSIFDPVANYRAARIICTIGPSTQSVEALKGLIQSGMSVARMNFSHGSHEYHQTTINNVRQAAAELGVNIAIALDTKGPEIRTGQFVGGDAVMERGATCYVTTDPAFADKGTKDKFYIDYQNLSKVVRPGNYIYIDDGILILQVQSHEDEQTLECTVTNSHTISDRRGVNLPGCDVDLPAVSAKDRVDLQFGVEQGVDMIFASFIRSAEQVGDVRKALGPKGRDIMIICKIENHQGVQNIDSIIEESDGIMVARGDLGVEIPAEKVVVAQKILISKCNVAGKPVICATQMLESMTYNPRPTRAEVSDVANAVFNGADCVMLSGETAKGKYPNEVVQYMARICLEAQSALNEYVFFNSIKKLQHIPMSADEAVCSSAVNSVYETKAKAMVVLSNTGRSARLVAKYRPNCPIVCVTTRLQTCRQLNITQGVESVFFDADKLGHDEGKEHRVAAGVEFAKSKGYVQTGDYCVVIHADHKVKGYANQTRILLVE
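Screened at intermediate enzyme activity to detect both inhibitors and activators: LmPK at 0.1 nM, with a 0.5 nM enzyme column as activation reference. PEP 0.5 mM, ADP 0.1 mM; ATP detected by luminescence after 1 h.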
HCV inh = HCV inhibition; 3.4% of 340,000 active; Huh7.5.1 HCVcc-Cre infection, luciferase reporter, 44 h; Potency, µM (titrated, usually from 41.8 µM), inactives show top-dose activity change, negative = inhibition, usual class: inhibitors; also: potency is read from the fitted curve at half-maximal effect
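Compounds are dispensed onto cells plated 4 h earlier at 1,000 per well, with HCVcc-Cre virus (about 0.5 moi) added next. Following 44 h of culture, luminescent signal is measured for 15 sec after 15 min with substrate at room temperature.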
Active calls of the source: *; u = inconclusive; x = not tested or not shown; [ ] = dose if it differs, or a comment. Unless noted, calls follow the shape of the dose curve; as a rule, active = well fitted curve in the direction sought with a large enough effect; inconclusive = small, poorly fitted or top-dose-only effect, or another doubt; inactive = no such curve, though single readings can be large; an effect the other way counts as inactive or inconclusive. Unless noted, % is scaled to controls: 0 for no effect and ±100 for the full control effect.

Start of the data: the first three entries, to show the layout:
Second line of a record: AMA1-RON2 inh, AmpC inh no detg, AmpC detergent, HCMV inh, Tb PYK inh, LmPK inhibitor, HCV inh
CC(Oc1ccccc1)C(=O)N=C1SC2CS(=O)(=O)CC2N1CCc1ccccc1 (stereo not drawn)
  0%, 25%, -2%, 0, 0%, 8%, u
Cc1cc(C)nc(NC2=NCC(=O)N2c2cc(Cl)cc(Cl)c2)n1
  12%, -17%, -15%, -2, -2%, -4%, 3%
CC(=O)NCCc1nc2ccccc2n1CCOc1ccc(C)cc1
  -14%, 93%[activator], 2%, -12, 6%, 2%, -2%

The whole of this part (from the top)
Second line of a record: AMA1-RON2 inh, AmpC inh no detg, AmpC detergent, HCMV inh, Tb PYK inh, LmPK inhibitor, HCV inh
CC(Oc1ccccc1)C(=O)N=C1SC2CS(=O)(=O)CC2N1CCc1ccccc1 (stereo not drawn)
  0%, 25%, -2%, 0, 0%, 8%, u
Cc1cc(C)nc(NC2=NCC(=O)N2c2cc(Cl)cc(Cl)c2)n1
  12%, -17%, -15%, -2, -2%, -4%, 3%
CC(=O)NCCc1nc2ccccc2n1CCOc1ccc(C)cc1
  -14%, 93%[activator], 2%, -12, 6%, 2%, -2%
COCCCNC(=S)N/N=C/c1ccc2ccccc2c1
  27%, -27%, -1%, u, -1%, 8%, -3%
CC(=O)Nc1ccc(NC(=O)C2CCN(C(=O)NC3CCCCC3)CC2)cc1
  1%, -11%, -2%, -15, 4%, -1%, 6%
COc1ccccc1C(=O)NN(C)C1=NS(=O)(=O)c2ccccc21
  -6%, -38%, -2%, 23, -12%, 1%, 3%
CCN(CC)CCCN(C(=O)c1ccc(Br)cc1)c1nc(-c2ccc(OC)cc2)cs1
  -24%, 87%[activator], u, -36, 1%, -7%, u
CC(Sc1nnc(-c2ccccc2F)n1C1CC1)C(=O)N1CCCC1 (stereo not drawn)
  4%, -6%, -3%, 2, -1%, x, 5%
COc1ccc(-n2cc(C(=O)c3ccccc3O)cn2)cc1
  -8%, -36%, 3%, 61, -12%, -21%, -23%
Cc1ccc2c(c1)CC1(CN2C)C(=O)NC(=O)N(c2ccccc2C)C1=O (stereo not drawn)
  -3%, -28%, -9%, 21, -2%, 1%, 23%
CCOc1ccc(CCNC(=O)CN2C(=O)CCSc3ccccc32)cc1OCC
  -10%, 33%, -3%, -24, 3%, 8%, -29%
CN1CCc2c(sc3c2c(=O)n(-c2ccccc2)c2nncn32)C1
  2%, -9%, -7%, 31, u, 2%, 13%
COc1nc(Nc2cccc(C)c2)nc(N2CCCCC2)n1
  -1%, -3%, u, -24, 3%, 1%, -25%
CNC(=O)c1cc(Nc2nnc(C)c3ccccc23)ccc1OC
  5%, -15%, 3%, -4, 0%, 3%, 2%
OC[C@@H]1CN(Cc2ccc(F)cc2)C[C@H](n2cnc3c(NC4CCCC4)ncnc32)O1
  -20%, x, x, -24, 0%, x, x
CC(C)N1CCN(Cc2nc(-c3ccccc3)cs2)CC1CCO (stereo not drawn)
  12%, -5%, 3%, 39, 6%, 5%, -25%
CCn1c(SCC(=O)N(C)C)nc2cc(S(=O)(=O)N3CCCCC3)ccc21
  -13%, 35%, -2%, -9, 6%, x, 4%
Cc1cccc(C)c1OCCCn1c(CCNC(=O)C2CCCCC2)nc2ccccc21
  x, x, 15%, 24, -8%, x, x
NS(=O)(=O)c1cccc(NS(=O)(=O)c2ccc(/C=C/C(=O)O)cc2)c1
  -6%, -6%, 0%, -8, 5%, 5%, 28%
CCOc1cc(NC(=O)c2ccco2)c(OCC)cc1NC(=O)c1cc(OC)c(OC)c(OC)c1
  -3%, 0%, 12%, 5, 0%, 4%, u

Continuation.
Second line of a record: AMA1-RON2 inh, AmpC inh no detg, AmpC detergent, HCMV inh, Tb PYK inh, LmPK inhibitor, HCV inh
Cc1ccc(S(=O)(=O)N2CCC(C(=O)NCCCN3CCCC3=O)CC2)cc1C
  16%, 18%, 8%, 16, 6%, 6%, 25%
Nc1ccccc1OCCOCCOc1ccccc1N
  0%, 1%, -7%, 11, -1%, 1%, u
Cc1ccc(C)c(N2C(=O)N(Cc3cccc(C(F)(F)F)c3)c3ccccc3S2(=O)=O)c1
  x, x, 11%, -15, -8%, x, x
O=S(=O)(Nc1ccc(-n2cccc2)cc1)c1ccc(Cl)c(Cl)c1
  -18%, -52%, 7%, 43, 1%, 7%, -3%
CC(/C=N\Nc1nnc2c(n1)[nH]c1c(C)cccc12)=C\c1ccco1
  11%, -36%, 3%, -7, -5%, -6%, -1%
COc1ccc(C(O)P(=O)(OC(C)C)OC(C)C)cc1OC (stereo not drawn)
  -12%, -22%, -5%, -2, 15%, -1%, 2%
CCOC(=O)C1(Cc2ccc(Cl)cc2)CCN(C(=O)CCc2ccncc2)CC1
  13%, 144%[activator], 3%, -28, -4%, 2%, u
Cc1cccc(-c2nc(SCc3cc(=O)c4cccc(F)c4[nH]3)n[nH]2)c1
  x, x, 4%, -15, -7%, x, x
COc1ccc(Cc2nc3ccc(C(=O)NCc4cc(C)no4)cc3o2)cc1
  7%, 11%, -7%, 3, 4%, 4%, x
Cn1cnc([N+](=O)[O-])c1SCC(O)CN1CCCCC1 (stereo not drawn)
  -5%, -11%[11.4 µM], -4%, -34, 3%, 3%, 5%
Cc1cccc([C@@H]2[C@@H]3C(=O)N(Cc4ccccc4)C(=O)[C@@H]3[C@]3(C)C(=O)N(c4ccc(Br)cc4)C(=O)N23)c1
  -1%, 72%[activator], u, x, 0%, 1%, -2%
CC(Oc1ccccc1F)C(=O)NCCN1CCCCC1 (stereo not drawn)
  5%, -15%, 6%, -22, -12%, -4%, -11%
Cc1ccc(S(=O)(=O)CCC(=O)N(C)c2c(N)n(Cc3ccccc3)c(=O)[nH]c2=O)cc1
  -9%, 0%, -14%, -20, -9%, x, 3%
N=c1c2c3c(sc2ncn1CCCN1CCOCC1)CCCCC3
  5%, -19%, 8%, 55, 0%, 1%, u
CCOC(=O)C1Cn2c(nc3c(c2=O)C(C)(C)Cc2ccccc2-3)S1 (stereo not drawn)
  -8%, 66%[activator], -3%, u, 0%, 8%, -5%
O=C(Nc1ccc(N2CCN(C(=O)c3ccco3)CC2)cc1)C(c1ccccc1)c1ccccc1
  u, 14%, -8%, -14, 1%, -5%, -20%
O=C(NC1CCCCC1)C(c1cccs1)N(Cc1cccs1)C(=O)c1cccs1 (stereo not drawn)
  -4%, -19%, -1%, -40, -3%, 5%, u
NS(=O)(=O)c1ccc(CCNC(=O)C(=O)Nc2cc3c4c(c2)CC(=O)N4CCC3)cc1
  -18%, -14%, u, -32, 3%, x, 29%
O=C(NCc1cccc(C(F)(F)F)c1)C1CC(c2ccccc2F)=NO1 (stereo not drawn)
  -3%, x, x, -29, 0%, x, -10%
CCOC(=O)C(CC)n1cnc2c(nnn2-c2ccc(OC)cc2)c1=O (stereo not drawn)
  -1%, -9%, -13%, 1, 1%, 5%, 4%

Further records
Second line of a record: AMA1-RON2 inh, AmpC inh no detg, AmpC detergent, HCMV inh, Tb PYK inh, LmPK inhibitor, HCV inh
Cc1ccc(C(=O)n2nc(C)c(S(=O)(=O)N3CCCCCC3)c2C)cc1C
  x, x, -1%, 24, 2%, x, x
Fc1ccc(-c2cc(-c3nc(-c4ccccc4)no3)[nH]n2)cc1
  x, x, 3%, -29, -2%, x, x
COC(=O)c1ccc(NC(=O)Cn2c(=O)nc(-c3ccccc3)c3ccccc32)cc1
  x, x, 9%, 28, 11%, x, x
O=C1[C@H]2CCC=C[C@H]2[C@H](c2ccccc2Br)N1Cc1ccccc1
  -1%, 12%, x, -40, 7%, x, u
O=C(c1ccc2ccccc2c1)N1CCN(c2ccc(O)cc2)CC1
  -16%, -30%, -3%, -34, -22%, -2%, 3%
COc1cc(Br)c(S(=O)(=O)Nc2c(C)n(C)n(-c3ccccc3)c2=O)cc1OC
  1%, -13%, 0%, x, 4%, 0%, 0%
c1ccc(-c2ccc3c(c2)CNCc2cnnn2-3)cc1
  8%, x, x, 38, -4%, x, x
CC(C(=O)N1CCc2ccccc21)N1CCN(c2cccc(C(F)(F)F)c2)CC1 (stereo not drawn)
  -27%, 83%[activator], 4%, -26, 2%, -7%, 1%
COc1cccc(CSc2nc3n(n2)C(c2cccs2)C(C(=O)Nc2ccccc2C)=C(C)N3)c1 (stereo not drawn)
  x, x, -4%, -11, 1%, x, x
Nc1ncnc2c1ncn2[C@@H]1O[C@H](CNC(=O)[C@@H](N)CO)[C@@H](O)[C@H]1O
  14%, -9%, x, -27, 2%, x, -3%
O=C(O)C1CCCN1C(=O)C12CC3CC(CC(C3)C1)C2 (stereo not drawn)
  -11%, -7%, u, 54, 4%, 4%, 15%
COc1ccc(-c2cc(C(F)(F)F)nc(SCC(=O)Nc3ccc(O)cc3)n2)cc1OC
  x, x, 2%, -20, -9%, x, x
COc1ccc(NC(=O)CN2C(=O)CSc3ncccc32)cc1
  24%, -21%, -3%, 28, 5%, 3%, 3%
COc1ccccc1Nc1nn2c(=O)c3ccc(C(=O)Nc4ccc(F)cc4)cc3nc2s1
  x, x, 25%, 2, -4%, x, x
CN(C(=O)CSc1nnc(-c2ccc(OC(F)F)cc2)n1N)C1CCS(=O)(=O)C1 (stereo not drawn)
  -7%, -1%, u, -6, -6%, x, 10%
COc1cccc(NC(=O)Nc2cccc(C)n2)c1
  -2%, -27%, 3%, 1, -4%, -1%, -24%
Cc1cc(C(=O)CN2C(=O)NC3(CCCc4ccccc43)C2=O)c(C)n1Cc1ccco1 (stereo not drawn)
  x, -5%, 0%, x, x, -7%, u
Cc1ccc(S(=O)(=O)N(C)Cc2ccc(C(=O)NN=C(CC(C)C)CC(C)C)cc2)cc1
  3%, -17%, 0%, -3, 0%, 1%, u
C/C(CC(=O)Nc1cc(C)ccn1)=N\NC(=O)C(=O)Nc1cccc(C)c1
  20%, -28%, 3%, 9, -15%, -4%, 20%
CC(C)(C)NC(=S)Nc1cccc(C(F)(F)F)c1
  41%[activator], 112%[activator], -6%, u, -1%, 3%, u
CCOC(=O)C1=C(C)OC(N)=C(C#N)C1c1ccc(OC)c(C)c1OC (stereo not drawn)
  0%, -26%, -1%, -2, -7%, 6%, 5%
